# Growth percent in the NCI-60 one-dose screen (48 h, 10 µM unless noted): 100 = growth as untreated, 0 = no growth, -100 = all killed.
# SN12C – SN12C renal cancer cells; 81,000 tested, 3.8% active; AID 1794767
# TK-10 – TK-10 renal cancer cells; AID 1794769; 81,000 tested, 3.9% active
# PC-3 – PC-3 prostate cancer cells. 80,000 tested, 3.9% active. AID 1794754
# UO-31 – UO-31 renal cancer | 81,000 tested, 5.2% active | AID 1794768
# CAKI-1 – CAKI-1 renal cancer; 75,000 tested, 4.7% active; AID 1794772
# RXF 393 – RXF 393 renal cancer cells; 77,000 tested, 6.9% active; AID 1794773
# 786-0 – 786-0 renal cancer cells; 81,000 tested, 5.1% active; AID 1794775
# ACHN – ACHN renal cancer | 81,000 tested, 4.9% active
# A498 – A498 renal cancer cells; 76,000 tested, 5.4% active; AID 1794774
# Starred values were filed as active, the others as inactive; · = no result given; & = joins results of further samples; ! = not confirmed by another sample; [ ] = dose if it differs, or a comment. How the source made its calls: active means growth percent below 10; inactive means the rest. Compounds were not picked by outcome (roughly 11% active in at least one column).
SMILES,SN12C,TK-10,PC-3,UO-31,CAKI-1,RXF 393,786-0,ACHN,A498
O=C1C2=C(CCN(Cc3ccccc3)C2)N2CCN=C2N1Cc1ccc(F)cc1F,29,45,21,33,33,55,55,36,15
COc1ccc([N+](=O)[O-])c(C=O)c1,107,112,106,87,110,109,96,119,121
COc1ccc(-c2nn(-c3ccccc3)cc2-c2c3c(nn2-c2ccc(Br)cc2)CC(C)(C)CC3=O)cc1,91,124,63,71,60,104,93,95,83
O=c1oc2cc(OS(=O)(=O)c3ccccc3)ccc2c2c1CCCCC2,61,68,30,59,74,64,69,82,49
COc1cccc2c1O/C(=C\c1ncc([N+](=O)[O-])n1C)C2=O,-54*,-34*,-21*,-35*,-27*,-66*,-29*,7.4*,-33*
CSc1nc(N)c2c(n1)NC(c1ccc(Cl)cc1)C1CCc3ccccc3C1=N2 (configuration not stated),96,149,82,63,87,140,99,94,102
O=Cc1ncc(-c2cc(C(F)(F)F)cc(C(F)(F)F)c2)c(NC2CCCCCC2)n1,99,85,79,69,88,93,95,99,87
COC(=O)[C@@H](CCCCNC(=O)[C@]12CCC(C)(C)C[C@@H]1C1=CC[C@@H]3[C@@]4(C)CCC(=O)C(C)(C)[C@@H]4CC[C@@]3(C)[C@]1(C)CC2)NC(=O)[C@]12CCC(C)(C)C[C@@H]1C1=CC[C@@H]3[C@@]4(C)CCC(=O)C(C)(C)[C@@H]4CC[C@@]3(C)[C@]1(C)CC2,97,106,95,87,93,116,100,105,88
O=C1NNC(c2ccccc2)=N/C1=C\c1ccccc1Cl,100,128,111,91,100,111,100,107,112
OC1CCC(Oc2cccc3cnc(Nc4ccc5nc[nH]c5c4)nc23)CC1 (configuration not stated),38&10,7.0*!,3.2*!,8.3*!,63&14,-17*!,39&16,42&13,-33*!
CC(C)Cc1cccc2c1CCCC2,98,105,101,101,93,97,97,99,118
O=C(O)C1C2CCC1C(O)C2 (configuration not stated),102&104,98&93,96&110,82&82,98&100,116&111,96&98,104&106,113&116
O=C1NC(=O)C(c2coc3ccc(F)cc23)=C1c1c[nH]c2ccccc12,88,138,91,60,88,95,95,86,95
CC(=O)CC(=O)NC(C)(C)CC(C)(C)C,102,96,84,79,84,105,96,98,85
CC(C)(C)NCC(O)c1ccc(O)c(CO)c1 (configuration not stated),92,96,97,86,94,101,97,·,117
O=C(OCc1ccccc1)c1ccccc1Cl,105,103,95,94,97,108,99,106,95
CCSc1nc(N)c2c(c1C#N)C(O)(c1ccccc1)NC2=O (configuration not stated),114,81,94,81,·,108,85,·,97
CCCCc1ccc(NC(=O)C(F)(F)F)cc1,98,95,101,84,105,93,92,102,84
CCOC(=O)c1sc(NC(=O)Nc2ccccc2)nc1C,97,128,96,84,119,123,109,108,72
O=C1c2ccccc2C(=O)N1[C@@H]1C(=O)N2CCS[C@]12C(=O)OCc1ccccc1,99,103,91,95,96,105,115,100,100
O=C1c2ccccc2C(=O)c2c(N=Nc3c(O)[nH]c4ccc(Cl)cc34)cccc21,96,151,85,87,97,103,107,96,·
O=S(=O)(O)c1ccc(N=Nc2ccnc3ccccc23)cc1,102,81,96,70,94,107,113,86,95
C/C(=N\NC(=O)Nc1ccc(C(F)(F)F)c(Cl)c1)c1nnn(-c2ccc(Cl)cc2)c1C,102,108,91,82,85,105,104,101,86
O=C(Nc1ccc(Oc2cccc(Cl)c2)c(Cl)c1)c1ccncc1,69,74,75,56,59,90,72,48,60
O=C1N(c2ccccc2)C(c2ccccc2)CC12OCCO2 (configuration not stated),105,97,94,88,89,112,101,113,92
CCCCOCCOCCOC(=O)c1cccc(C)c1,97,86,91,94,101,102,100,101,70
Nc1ccc(C(=O)Nc2ccccc2)cc1,98,94,102,96,93,106,100,104,·
CC(Oc1ccc(Cl)cc1Cl)C(=O)NC(Cc1ccccc1)C(=O)O (configuration not stated),94,112,99,79,98,137,105,98,117
COc1ccc(C2CC(c3ccc(Nc4nc(NCCO)nc(Nc5ccc(Cl)cc5)n4)cc3)=NN2c2cc(Cl)cc(Cl)c2)cc1 (configuration not stated),92,120,87,65,76,93,94,93,80
COc1ccc2c(c1)c(-c1nc(-c3cn(C)c4ccncc34)cs1)cn2C,94,80,-17*,71,76,-92*,85,95,91
COc1ccc(C(=O)OC2C(OC3C(O)COC(O[C@H]4C[C@H]5[C@@H]6CC=C7C[C@@H](O)CC[C@]7(C)[C@H]6CC[C@]5(C)[C@H]4[C@H](C)C(=O)CCC(C)C)C3OC(C)=O)OCC(O)C2O)cc1 (some centres not stated),44,-20*,-33*,-36*,-31*,-72*,-41*,29,-82*
O=C(Nc1ccc(Cl)cc1)Nc1ccc(Oc2nncc3ccccc23)cc1,-3.8*,28,-29*,-52*,19,-91*,·,-15*,25
Cn1c(=O)c2[nH]c(SC/C(=N/O)c3ccc(Br)cc3)nc2n(C)c1=O,17,-31*,49,4.1*,-45*,-73*,-69*,-58*,-80*
CCCCOc1ccc(NC(=O)n2nc(N=NN(C)C)c3ccc(Cl)cc32)cc1,93,126,89,66,91,112,109,94,100
COc1ccc(Br)cc1C(c1cc(Br)ccc1OC)C(Cl)(Cl)Cl,101,100,76,93,83,108,100,101,113
CC(=O)N(CC(O)CO)c1c(I)c(C(=O)NCCO)c(I)c(C(=O)NCC(O)CO)c1I (configuration not stated),99,114,81,69,99,103,91,103,110
CCO/C=C1\SC(=S)N(Cc2ccccc2)C1=O,97,113,95,89,97,101,99,106,93
CCCn1cnc2c(SCc3ccccn3)nc(N)nc21,97,93,·,83,83,107,113,94,·
CCCCCCCOc1ccc(S(=O)(=O)Nc2ccccc2N)cc1,95,92,79,74,·,102,93,98,86
Cc1nc2ccccc2[nH]c1=O,102,103,95,98,107,123,96,109,103
COc1ccc(C(=O)Nc2cccc(-c3cc(=O)c4ccccc4o3)c2)c(OC)c1,78,91,82,77,73,·,93,88,83
COc1ccc(NC(=S)Nc2ccccn2)cc1,100,102,97,94,89,121,90,98,83
CC1=CC(=O)C2=C(C)CC[C@@H]3[C@H](OC(=O)[C@@H]3C)[C@@H]12,95,96,110,85,85,101,99,104,60
O=C1CCCCC1Nc1ccc([N+](=O)[O-])cc1 (configuration not stated),114,107,106,92,123,112,103,110,96
O=C(NCCNc1nccc(Nc2ccc(S(=O)(=O)Nc3ccccn3)cc2)n1)c1cccs1,101,96,91,93,103,106,96,104,·

# The last two records of the section before lead into the next:
SMILES,SN12C,TK-10,PC-3,UO-31,CAKI-1,RXF 393,786-0,ACHN,A498
O=C1CCCCC1Nc1ccc([N+](=O)[O-])cc1 (configuration not stated),114,107,106,92,123,112,103,110,96
O=C(NCCNc1nccc(Nc2ccc(S(=O)(=O)Nc3ccccn3)cc2)n1)c1cccs1,101,96,91,93,103,106,96,104,·
CC(C)(C)C(=O)/C=c1/[nH]c(=O)/c(=C/c2ccccc2O)s1,58,·,53,67,81,63,87,74,56
O=S1(=O)OCCOS(=O)(=O)C1Cl,101,101,99,89,99,94,102,101,88
COC(=O)c1c(C(=O)OC)c2n(CC(=O)Nc3cccc4cccnc34)c3ccccc3n2c1C(=O)c1ccc(-c2ccccc2)cc1,99,141,85,74,92,104,108,99,97
NS(=O)(=O)c1ccc(-n2ncc3c(NCc4ccccc4)ncnc32)cc1,105,88,·,64,70,·,89,92,110
O=C(CN1CCOCC1)n1c(-c2ccccc2)nc2ccccc21,103,104,104,86,95,110,106,104,94
COc1ccc(CN(C(C)=O)c2cc(C)c([N+](=O)[O-])cc2OC)cc1OC,101,124,103,94,89,105,107,112,·
Clc1ccc(CSCc2ccc(Cl)cc2)cc1,107,·,103,96,101,·,102,116,92
CCOC(=Nc1ccc([N+](=O)[O-])cc1)SC(c1ccccc1)(c1ccccc1)c1ccccc1,98,99,79,91,77,87,99,87,91
Cc1c(C(=O)OCCO)cc(-c2ccc(Cl)cc2)n1-c1ccc(Cl)cc1,87,89,82,75,73,77,93,82,87
COc1ccc(OC)c(-n2cc(C#N)c(N)c2C(=O)c2ccc(Cl)cc2Cl)c1,49,79,38,57,37,56,63,53,28
COc1ccc(-c2nnc(Nc3ccc(F)cc3)o2)cc1,93,132,61,77,89,96,94,88,59
N=C(N)c1ccc(CNC[C@@H]2CN(c3ccc(N4CCC(C(=O)O)CC4)cc3)C(=O)O2)cc1,102,100,94,77,89,101,99,102,93
Cc1ccc(C2CC(c3ccc(Nc4ccnc5cc(Cl)ccc45)cc3)=NN2C=O)cc1 (configuration not stated),55,83,57,32,49,62,64,35,73
O=C(C1CC1)N(C(=O)C1CC1)c1ncc(-c2ccc(C(F)(F)F)cc2)c(NC2CCCCCC2)n1,69,93,63,42,59,90,78,73,74
O=C(Nc1cccc2[nH]c(C(F)(F)F)nc12)c1ccc(-n2cnnn2)cc1,108,108,·,76,95,96,106,99,83
N#Cc1c(N2CCCC2)nc2sc3cc(Cl)c(Cl)cc3n2c1=N,109,150,93,77,97,112,109,93,110
COc1ccc(Nc2ncccc2NC(=O)c2cn(Cc3cccc(Oc4ccccc4)c3)nn2)cc1OC,81,97,67,54,82,86,91,94,70
CC(C)(C)c1ccccc1N,108,92,106,95,·,110,95,·,96
CC(=O)Oc1ccc(CC(=O)O)cc1,92,111,90,98,100,107,105,110,82
COc1cccc2c(=O)c3c(sc12)c(N1CCN(C(=O)OC(C)(C)C)CC1)nc1ccccc13,94,100,95,59,92,95,106,85,79
COc1ccc(CN2CCc3c([nH]c(=O)[nH]c3=O)C2)c(OC)c1,96[100 µM],109[100 µM],95[100 µM],81[100 µM],85[100 µM],106[100 µM],105[100 µM],100[100 µM],105[100 µM]
COc1ccc(NC(=O)COc2ccccc2[C@H]2c3sc(=O)[nH]c3S[C@H](C)[C@H]2C(=O)N2N=C(c3ccc(OC)cc3)CC2c2ccc3ccccc3c2)cc1 (some centres not stated),96,108,75,71,59,93,94,94,·
O=C(NC(=S)N1CCN(c2ncnc3c2cnn3-c2ccccc2)CC1)c1ccc(F)cc1,65,140,72,74,85,77,99,80,124
N#CN1CCCCC1,101,87,94,79,94,119,100,93,95
CSc1nc2ncnc(N)c2[nH]1,105,89,97,79,81,92,105,103,61
Cc1cc(=O)oc2c1ccc1oc(=O)cc(C)c12,105,76,99,90,·,106,94,108,101
CCOC(=O)C1CCCCC1,101,91,97,94,96,119,94,101,81
COc1ccc(Cn2cc(CSc3nc4ccccc4o3)nn2)cc1,100,110,102,82,85,118,93,100,97
Cc1nccn1-c1ccc(C(=O)/C=C2\C(=O)Nc3ccccc32)cc1,100,114,97,68,84,127,107,96,104
COc1ccc(-n2nc(C)c(N=Nc3ccccc3)c2C)cc1,94,93,79,66,87,98,92,76,75
C=CCc1nc2ccccc2s1,110,94,88,64,98,122,108,101,108
Clc1ccc(-c2cnc3c(-c4ccnc(N5CCNCC5)c4)cnn3c2)cc1,11,1.9*,15,-43*,-19*,-33*,-70*,-0.4*,92
O=C1CCc2ccc(OCc3cn(Cc4ccccc4)nn3)cc2N1,97,102,103,78,88,89,102,99,107
C=CCn1c(-c2nonc2NC(C)=O)nc2ccccc21,104,84,90,80,88,111,95,102,76
COc1ccc(/C=C2\Oc3cc(OCCN4CCC(Cc5ccccc5)CC4)ccc3C2=O)cc1,93,104,85,64,83,78,86,103,78
O=C(O)c1cc2ccccc2c(Br)c1O,91,95,99,85,96,133,99,104,93
NC(=O)NCC(N)C(=O)O (configuration not stated),106,104,102,87,93,114,102,100,89
N#C/C(=C\c1ccc(-c2cccc(C(F)(F)F)c2)o1)c1ccc(Cl)cc1,91,198,85,60,66,98,97,89,96
CCCSC(=O)Nc1ccc(Cc2ccc(NC(=O)SCCC)cc2)cc1,101,107,106,87,88,124,101,105,131
c1ccc2c(c1)CCC2,102,133,100,74,98,115,108,101,112
NC(=S)NC(=O)c1ccccc1,91,102,·,89,92,111,83,112,·
COc1ccc(C(=S)N2CCN(c3ccccc3Cl)CC2)cc1,87,91,90,84,79,98,102,92,129
CN(C)S(=O)(=O)n1cnc([C@@H]2c3c(ncn3S(=O)(=O)N(C)C)C[C@H]3Cn4c(=O)n(-c5ccccc5)c(=O)n4C[C@H]32)c1,100,98,105,85,95,106,100,101,41
COc1cc(-c2c3c(cn2CCN2CCCCC2)-c2oncc2CC3)cc(OC)c1OC,101,100,90,80,87,100,105,90,91
CC1=C(C)C(=O)C(N2CCOCC2)=CC1=O,92,145,82,75,91,116,108,89,107

# Gathered by group, those above containing an NH in an aromatic ring
SMILES,SN12C,TK-10,PC-3,UO-31,CAKI-1,RXF 393,786-0,ACHN,A498
OC1CCC(Oc2cccc3cnc(Nc4ccc5nc[nH]c5c4)nc23)CC1 (configuration not stated),38&10,7.0*!,3.2*!,8.3*!,63&14,-17*!,39&16,42&13,-33*!
O=C1NC(=O)C(c2coc3ccc(F)cc23)=C1c1c[nH]c2ccccc12,88,138,91,60,88,95,95,86,95
O=C1c2ccccc2C(=O)c2c(N=Nc3c(O)[nH]c4ccc(Cl)cc34)cccc21,96,151,85,87,97,103,107,96,·
Cn1c(=O)c2[nH]c(SC/C(=N/O)c3ccc(Br)cc3)nc2n(C)c1=O,17,-31*,49,4.1*,-45*,-73*,-69*,-58*,-80*
Cc1nc2ccccc2[nH]c1=O,102,103,95,98,107,123,96,109,103
CC(C)(C)C(=O)/C=c1/[nH]c(=O)/c(=C/c2ccccc2O)s1,58,·,53,67,81,63,87,74,56
O=C(Nc1cccc2[nH]c(C(F)(F)F)nc12)c1ccc(-n2cnnn2)cc1,108,108,·,76,95,96,106,99,83
COc1ccc(CN2CCc3c([nH]c(=O)[nH]c3=O)C2)c(OC)c1,96[100 µM],109[100 µM],95[100 µM],81[100 µM],85[100 µM],106[100 µM],105[100 µM],100[100 µM],105[100 µM]
COc1ccc(NC(=O)COc2ccccc2[C@H]2c3sc(=O)[nH]c3S[C@H](C)[C@H]2C(=O)N2N=C(c3ccc(OC)cc3)CC2c2ccc3ccccc3c2)cc1 (some centres not stated),96,108,75,71,59,93,94,94,·
CSc1nc2ncnc(N)c2[nH]1,105,89,97,79,81,92,105,103,61
